ST2 inh: IL1RL1 inhibition. Q01638. AlphaLISA ST2-Fc/biotin-IL-33 interaction, 1 h. inhibition, % for hits at 17 µM. hit rate 2.3% among 78,000; in the data active means inhibition above about 30%; inconclusive means mostly about 10% to 28%
Target sequence (Q01638 whole entry, looked up): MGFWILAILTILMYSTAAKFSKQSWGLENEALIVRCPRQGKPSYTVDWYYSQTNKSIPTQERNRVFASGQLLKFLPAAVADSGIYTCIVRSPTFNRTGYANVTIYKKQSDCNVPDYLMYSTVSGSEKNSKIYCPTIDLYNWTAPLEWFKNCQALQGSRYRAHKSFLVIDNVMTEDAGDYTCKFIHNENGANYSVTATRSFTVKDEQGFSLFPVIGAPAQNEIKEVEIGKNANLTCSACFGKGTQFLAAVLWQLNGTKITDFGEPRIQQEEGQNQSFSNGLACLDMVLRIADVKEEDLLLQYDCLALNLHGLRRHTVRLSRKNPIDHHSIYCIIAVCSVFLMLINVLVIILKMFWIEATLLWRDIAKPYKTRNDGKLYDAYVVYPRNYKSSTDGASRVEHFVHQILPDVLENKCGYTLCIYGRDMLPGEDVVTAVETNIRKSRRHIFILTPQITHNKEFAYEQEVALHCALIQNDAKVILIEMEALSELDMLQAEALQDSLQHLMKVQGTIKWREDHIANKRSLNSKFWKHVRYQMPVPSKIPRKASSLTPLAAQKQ
* marks the source's active call; other numbers are inactive results; i = inactive; ? = inconclusive.

[1] COc1ccc(C(O)=Cc2nc3ccc([N+](=O)[O-])cc3oc2=O)cc1OC
  ST2 inh: i
[2] COc1cc(-c2ccc(NS(C)(=O)=O)c(OC)c2)ccc1NS(C)(=O)=O
  ST2 inh: i
[3] O=C(C1CC1)N1CCc2cc(Br)cc(S(=O)(=O)Nc3ccccc3Cl)c21
  ST2 inh: ?
[4] CN1CCN(C(=O)CCC2CCCN(Cc3cccc(C(F)(F)F)c3)C2)CC1 (stereo unspecified)
  ST2 inh: ?
[5] COc1ccccc1-c1cc(C(=O)Nc2sc3c(c2C#N)CCCC3)no1
  ST2 inh: i
[6] CN(Cc1nc(COc2ccccc2)no1)CC1COc2ccccc2O1 (stereo unspecified)
  ST2 inh: ?
[7] CC(Cc1cn(CCCn2ccnc2)nn1)c1ccccc1 (stereo unspecified)
  ST2 inh: i
[8] C#CC(C)(C)N1C[C@@H](C)[C@](O)(c2ccccc2)C[C@@H]1C
  ST2 inh: i
[9] Fc1ccc(CCC2CCCN(C3CCN(Cc4ccccn4)CC3)C2)cc1 (stereo unspecified)
  ST2 inh: i
[10] O=[N+]([O-])c1cc2c(cc1C=Nc1ccccc1C(F)(F)F)OCO2
  ST2 inh: ?
[11] CC1CCCN(c2nc3nonc3nc2Nc2ccc3c(c2)OCO3)C1 (stereo unspecified)
  ST2 inh: i
[12] COCCN(CC1CCCN(C2Cc3ccccc3C2)C1)C(=O)Cn1nc2ccccc2n1 (stereo unspecified)
  ST2 inh: i
[13] O=[N+]([O-])c1ccc(S(=O)(=O)NCc2ccc3c(c2)OCO3)cc1
  ST2 inh: i
[14] Cc1ccccc1-c1cccc(C(=O)NCC2CC(=O)N(C3CC3)C2)c1 (stereo unspecified)
  ST2 inh: i
[15] O=C(Cn1ccc2ccccc2c1=O)NCC(=O)Nc1ccc(F)cc1
  ST2 inh: i

Of the compounds above, 3 contain four or more nitrogen atoms.
[7] CC(Cc1cn(CCCn2ccnc2)nn1)c1ccccc1 (stereo unspecified)
  ST2 inh: i
[11] CC1CCCN(c2nc3nonc3nc2Nc2ccc3c(c2)OCO3)C1 (stereo unspecified)
  ST2 inh: i
[12] COCCN(CC1CCCN(C2Cc3ccccc3C2)C1)C(=O)Cn1nc2ccccc2n1 (stereo unspecified)
  ST2 inh: i

(continued)
[16] COCCCn1c(C23CC4CC(CC(C4)C2)C3)cn2c3c(=O)n(C)c(=O)n(C)c3nc12
  ST2 inh: ?
[17] O=C1CCC(C(=O)N2CCC(c3nc4ccccc4o3)CC2)CN1CCN1CCOCC1 (stereo unspecified)
  ST2 inh: i
[18] Cc1[nH]cnc1CNC1CC(=O)N(Cc2ccccc2C(F)(F)F)C1 (stereo unspecified)
  ST2 inh: i
[19] Cc1ccc2ccccc2c1CSc1ncn[nH]1
  ST2 inh: i
[20] CCC(NC(=O)CCNC(=O)c1ccccc1F)c1cc(C)ccn1 (stereo unspecified)
  ST2 inh: i
[21] Cn1c(=O)c2c(nc(NCc3ccccn3)n2Cc2ccc(F)cc2)n(C)c1=O
  ST2 inh: i
[22] O=C(C[C@@H]1O[C@H](CNC(=O)c2ccccc2)[C@@H](O)[C@H]1O)Nc1ccccc1
  ST2 inh: ?
[23] Cc1cccc(CSC2=NCCN2C(=O)Cc2ccccc2)c1
  ST2 inh: i
[24] CCC(=O)Nc1ccc(OC)cc1OC
  ST2 inh: ?
[25] Cc1nn(-c2ccccc2)c(C)c1[C@@H]1C=C[C@@H](NCc2ccc(F)cc2)C1
  ST2 inh: i
[26] CC(C)=CCC[C@@]1(C)[C@H]2CC[C@@]1(C)[C@H](O)C2
  ST2 inh: i
[27] CC(C)C[C@H]1C(=O)N2CCC[C@H]2[C@]2(O)O[C@](NC(=O)[C@@H]3C=C4c5cccc6[nH]c(Br)c(c56)C[C@H]4N(C)C3)(C(C)C)C(=O)N12
  ST2 inh: i
[28] CN1CC2(CCCN(Cc3ccc(-c4ccc(Cl)cc4)o3)CC2)OC1=O (stereo unspecified)
  ST2 inh: i
[29] CC(C)NC(=O)C1CCN(C2CCN(Cc3cc(Cl)ccc3O)CC2)CC1
  ST2 inh: i
[30] CCSc1nnc2c(n1)OC(c1ccc(OC)cc1)N(C(C)=O)c1ccccc1-2 (stereo unspecified)
  ST2 inh: i

[31] CCCCN1C2=NCCCN2c2cc(C)c(C)cc21
  ST2 inh: i
[32] COc1ccccc1N1CCN([C@@H]2[C@H](O)[C@H](CO)O[C@@H]2CNS(=O)(=O)c2cccs2)CC1
  ST2 inh: i
[33] Cc1ccc(N(C(=O)Cn2nnnc2N)C2(C(=O)Nc3c(C)cccc3C)CCCCC2)cc1
  ST2 inh: i
[34] O=S(=O)(NCc1ccc(Cl)cc1)c1cccc2nsnc12
  ST2 inh: i
[35] COc1ccc(CNC(=O)C2CCNCC2)cc1
  ST2 inh: i
[36] CCN1CCCC1CNC(=O)C1(O)c2ccccc2NC(=O)N1c1c(F)cccc1F (stereo unspecified)
  ST2 inh: i
[37] O=[N+]([O-])c1cccc(-c2noc([C@@H]3C[C@@H](O)CN3Cc3cccs3)n2)c1
  ST2 inh: 61%*
[38] CCCCOC(=O)C1=C(C)Nc2nnnn2C1c1cc(OC)ccc1OC (stereo unspecified)
  ST2 inh: i
[39] O=C(Nc1cccc(Cl)c1)c1cc(-c2ccco2)on1
  ST2 inh: i
[40] O=c1[nH]c(=O)n(-c2ccccc2)c2ccccc12
  ST2 inh: i
[41] Cc1cc(C(=O)N2CCC(c3nn(C)c(=O)n3-c3ccccc3)CC2)no1
  ST2 inh: i
[42] COc1ccccc1N1CCN(C(=O)c2ccco2)CC1
  ST2 inh: i
[43] O=C(Cn1c(=O)n(Cc2ccccc2)c(=O)c2ccccc21)c1ccc(F)cc1
  ST2 inh: i
[44] COc1ccc(C2CC(=O)c3cnc(N)nc3C2)cc1OC (stereo unspecified)
  ST2 inh: i
[45] COc1cccc(C(C)N(C)Cc2cn(C)nc2-c2cccc(Cl)c2)c1 (stereo unspecified)
  ST2 inh: i

[46] Cc1cc(OCC(=O)NC(C)c2ccccc2)ccc1Cl (stereo unspecified)
  ST2 inh: i
[47] Cc1cc(C)cc(OCC(=O)Nc2nccs2)c1
  ST2 inh: i
[48] CCc1noc(CN(CC)Cc2ccc3cccc(O)c3n2)n1
  ST2 inh: i
[49] Cc1c(C(=O)NC2CC2)oc2ccc(S(=O)(=O)N3CCOCC3)cc12
  ST2 inh: i
[50] CCN(Cc1noc(C2CCC2)n1)C(=O)c1scc2c1OCCO2
  ST2 inh: i
[51] CCN(CC)C(=O)Cn1c(=O)n(CC(=O)NCc2ccco2)c(=O)c2sccc21
  ST2 inh: i
[52] O=C(Nc1cccnc1)c1cnc2ccccc2n1
  ST2 inh: i
[53] COc1cc(CN2CCN(c3ccc(Cl)cc3)CC2)c([N+](=O)[O-])cc1OC
  ST2 inh: ?
[54] COc1ccc(N(CC(=O)Nc2ccc(F)cc2)S(C)(=O)=O)cc1Cl
  ST2 inh: i
[55] COc1cccc(N2C(=O)[C@H]3C4c5ccccc5C(CO)(c5ccccc54)[C@H]3C2=O)c1
  ST2 inh: i
[56] O=C(Nc1cccc(Br)c1)C1CCCC1
  ST2 inh: i
[57] CC(=O)N1N=C2CC(C)(C)OCC2C1c1ccccc1 (stereo unspecified)
  ST2 inh: i
[58] CCC1CCCCN1C(=O)CSc1nc2c(c(=O)n1-c1ccc(C)cc1)SCC2 (stereo unspecified)
  ST2 inh: i
[59] COc1cccc(C(=O)Nc2ccccc2C(=O)NC2CCCCC2)c1
  ST2 inh: i
[60] CCCCc1ncc(CN2CCN(Cc3ccc(OCC)cc3)C(CCO)C2)[nH]1 (stereo unspecified)
  ST2 inh: i

Grouped by structure, the entries above with an NH in an aromatic ring (5)
[18] Cc1[nH]cnc1CNC1CC(=O)N(Cc2ccccc2C(F)(F)F)C1 (stereo unspecified)
  ST2 inh: i
[19] Cc1ccc2ccccc2c1CSc1ncn[nH]1
  ST2 inh: i
[27] CC(C)C[C@H]1C(=O)N2CCC[C@H]2[C@]2(O)O[C@](NC(=O)[C@@H]3C=C4c5cccc6[nH]c(Br)c(c56)C[C@H]4N(C)C3)(C(C)C)C(=O)N12
  ST2 inh: i
[40] O=c1[nH]c(=O)n(-c2ccccc2)c2ccccc12
  ST2 inh: i
[60] CCCCc1ncc(CN2CCN(Cc3ccc(OCC)cc3)C(CCO)C2)[nH]1 (stereo unspecified)
  ST2 inh: i

Additional structures
[61] O=C(COc1ccc(Br)cc1Br)Nc1ccc2c(c1)OCO2
  ST2 inh: ?
[62] Cc1ccc(C(=O)N2CCC(Cc3ccccc3)CC2)cc1[N+](=O)[O-]
  ST2 inh: i
[63] Cn1c2ccc(Br)cc2c2nnc(SCC(=O)Nc3ccc(Cl)cc3)nc21
  ST2 inh: i
[64] CCN1CC(Cn2ccnc2-c2cc3c(cc2OC)CCC3)CC1=O (stereo unspecified)
  ST2 inh: i
[65] CCOC(=O)C1(CCc2ccccc2)CCN(C(=O)Cc2csc(C(C)=O)c2)CC1
  ST2 inh: i
[66] CCOc1ccc(C(=O)NCc2csc(C)n2)o1
  ST2 inh: ?
[67] CC(=O)NC12CC3CCC(CC(C3)C1)C2
  ST2 inh: i
[68] O=C(Nc1cccc(C(=O)c2ccccc2)c1)c1ccc2c(c1)C(=O)N(c1nccs1)C2=O
  ST2 inh: i
[69] CCn1cc(Cn2ccnc2-c2ccc(-n3cccn3)cc2)cn1
  ST2 inh: ?
[70] COc1cccc(OCc2cc(C(=O)NCC3(N4CCCCC4)CCCCC3)no2)c1
  ST2 inh: ?
[71] COc1cccc(C2c3[nH]c4ccccc4c3CCN2C(=O)c2ccoc2)c1 (stereo unspecified)
  ST2 inh: ?
[72] CNC(=O)CCN(C)c1nc(-c2cccnc2)nc2c1cnn2C
  ST2 inh: ?
[73] CC1=C(C(=O)OCCCc2ccccc2)C(c2ccsc2)NC(=O)N1C (stereo unspecified)
  ST2 inh: i
[74] CCOC(=O)N1CCN(Cc2ccc(OC)cc2)CC1
  ST2 inh: i
[75] COc1ccc2c(c1)CCc1c(C(=O)Nc3ccc(OC)cc3OC)noc1-2
  ST2 inh: ?
[76] CC(=O)C(=C(C)O)c1nc2ccccc2[nH]1
  ST2 inh: i
[77] Cc1ccc2c(c1)C(c1ccccc1Cl)CC(=O)N2 (stereo unspecified)
  ST2 inh: i
[78] CC(C)(O)C#Cc1ccc(CN2CCC(N)(C(=O)O)C2)cc1 (stereo unspecified)
  ST2 inh: i

4 of the compounds above, tab-delimited:
no.	Molecule	ST2 inh
46	Cc1cc(OCC(=O)NC(C)c2ccccc2)ccc1Cl (stereo unspecified)	i
47	Cc1cc(C)cc(OCC(=O)Nc2nccs2)c1	i
48	CCc1noc(CN(CC)Cc2ccc3cccc(O)c3n2)n1	i
49	Cc1c(C(=O)NC2CC2)oc2ccc(S(=O)(=O)N3CCOCC3)cc12	i

Some of these compounds in order of SMILES length, falling:
[16] COCCCn1c(C23CC4CC(CC(C4)C2)C3)cn2c3c(=O)n(C)c(=O)n(C)c3nc12
  ST2 inh: ?
[53] COc1cc(CN2CCN(c3ccc(Cl)cc3)CC2)c([N+](=O)[O-])cc1OC
  ST2 inh: ?
[43] O=C(Cn1c(=O)n(Cc2ccccc2)c(=O)c2ccccc21)c1ccc(F)cc1
  ST2 inh: i
[29] CC(C)NC(=O)C1CCN(C2CCN(Cc3cc(Cl)ccc3O)CC2)CC1
  ST2 inh: i
[23] Cc1cccc(CSC2=NCCN2C(=O)Cc2ccccc2)c1
  ST2 inh: i
[74] CCOC(=O)N1CCN(Cc2ccc(OC)cc2)CC1
  ST2 inh: i

High-throughput results: PubChem BioAssay, IUPUI and University of Michigan

These rows are one share of the data (hit frequency here may not be typical).
